# Screening results: PubChem, several laboratories
# FXIIa inh: inhibitors of human coagulation factor XIIa; P00748; inhibition, % at 5 µM; purified FXIIa, Boc-QGR-AMC fluorogenic substrate, 2 h; 0.3% of 220,000 active; in the data active = inhibition above about 40%;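 note: 0% = enzyme with no compound and 100% = blank without enzyme; many of its hits are not listed in these tables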
# FXIa inh: blocks human coagulation factor XIa protease activity; P03951; purified FXIa, Boc-Glu-Ala-Arg-AMC fluorogenic substrate; inhibition, % at 5 µM; 0.14% of 220,000 active; AID 798;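 active = inhibition of at least 40%; inactive = inhibition below 40%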;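 note: fluorescence of freed AMC excited at 355 nm; 0% = enzyme without compound and 100% = no enzyme blank; many of its hits are not listed in these tables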
# Target sequence (P03951 19-387 limits assumed): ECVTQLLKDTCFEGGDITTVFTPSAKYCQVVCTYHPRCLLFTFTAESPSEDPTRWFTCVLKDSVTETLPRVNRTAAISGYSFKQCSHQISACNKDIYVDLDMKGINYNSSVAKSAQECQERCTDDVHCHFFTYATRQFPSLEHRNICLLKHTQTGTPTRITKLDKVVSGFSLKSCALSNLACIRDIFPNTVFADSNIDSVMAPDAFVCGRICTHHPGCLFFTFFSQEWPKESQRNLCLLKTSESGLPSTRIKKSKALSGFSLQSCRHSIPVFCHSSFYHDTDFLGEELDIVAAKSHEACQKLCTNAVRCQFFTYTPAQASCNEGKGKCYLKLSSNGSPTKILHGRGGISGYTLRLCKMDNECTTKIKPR
# Target sequence (P03951 388-625 limits assumed): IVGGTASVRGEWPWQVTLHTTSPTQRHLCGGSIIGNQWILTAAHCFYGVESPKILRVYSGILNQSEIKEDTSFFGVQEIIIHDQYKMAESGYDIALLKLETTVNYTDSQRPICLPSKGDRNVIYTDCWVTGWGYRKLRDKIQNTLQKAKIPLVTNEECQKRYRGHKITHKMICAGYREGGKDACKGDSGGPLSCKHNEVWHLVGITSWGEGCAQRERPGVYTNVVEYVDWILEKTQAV
# Wee1 stabilizer: human Wee1 degradation inhibition, primary screen; P30291; HeLa Luc-Wee1K328M stability, luciferase luminescence; 100% = proteasome inhibitor MG132 effect; reporter increase, % at 5 µM; 1.2% of 220,000 active;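 active = activation above the mean of all tested compounds plus 3 SD, set per screening run, cut at about 8.8% in these data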;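 note: cells exposed to compound for 20 h before luminescence read; 0% = DMSO alone and 100% = MG132 at 30 µM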
# TNF necrop inh: inhibitors of TNF-alpha induced necroptosis in Jurkat FADD-/- cells; activation (protection from cell death), % at 10 µM; 0.068% of 220,000 active; Jurkat FADD-/- TNF necroptosis rescue, ATP luminescence, 24 h; 0 = TNF only, 100 = no-TNF cells; AID 463075;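 active = activation, meaning protection from cell death, of at least 50% relative to plate controls; inactive = activation below 50%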;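 note: necroptosis triggered by 40 ng/mL TNF-alpha added together with compound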
# zVAD death inh: blocks zVAD induced death of L929 cells; L929 zVAD necroptosis rescue, ATP luminescence, 24 h; with zVAD 60 µM; viability rescue, % at 10 µM; 0.38% of 220,000 active;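 active = activation, scaled between plate controls, above about 75%, limit read from the data; inactive = activation under that limit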;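 note: 0% = zVAD with DMSO and 100% = DMSO alone without zVAD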
# Tb hexokinase: T. brucei hexokinase 1 inhibition; recombinant TbHK1, G6PDH-coupled NADH A340; inhibition, % at 10 µM; 0.11% of 220,000 active;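 active = inhibition of 50% or more in the single-dose primary screen; inactive = inhibition below 50%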
# PPC-1+TRAIL kill: compounds killing PPC-1 cancer cells with TRAIL present (potentiator screen, no TRAIL-free arm). AID 1443. PPC-1 cells + TRAIL, ATPLite viability luminescence. cell killing (% activity), % at 4 µM. 0.41% of 220,000 active;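 active = cell killing above 50% in the first pass at 4 µM, then a duplicate retest at 5 µM averaging 50% or more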;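 note: plate controls were cells with TRAIL plus DMSO for no effect and medium-only wells lacking cells for full effect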
# CHOP inhibitor: CHOP inhibition in unfolded protein response; 3.8% of 220,000 active; CHO-K1 CHOP-promoter luciferase, tunicamycin-induced, 15-18 h; inhibition, % at 10 µM;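 active = compounds that reduced the stress-induced luciferase reporter signal by more than about 70% of percent inhibition, limit read from the data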;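 note: 0% = tunicamycin plus vehicle and 100% = wells without tunicamycin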
# EP2 antag: inhibitors of human EP2 prostaglandin E2 receptor. P43116. C6 glioma cells expressing human EP2, cAMP TR-FRET; cells stimulated with saturating PGE2. inhibition, % at 25 µM. 0.52% of 260,000 active. AID 1422;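 active = percent inhibition above 40 after rounding to a whole number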;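 note: rat C6 glioma host cells with rolipram phosphodiesterase inhibitor present; the protocol text gives 20 µM as final concentration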
# Target sequence (P43116 whole entry, looked up): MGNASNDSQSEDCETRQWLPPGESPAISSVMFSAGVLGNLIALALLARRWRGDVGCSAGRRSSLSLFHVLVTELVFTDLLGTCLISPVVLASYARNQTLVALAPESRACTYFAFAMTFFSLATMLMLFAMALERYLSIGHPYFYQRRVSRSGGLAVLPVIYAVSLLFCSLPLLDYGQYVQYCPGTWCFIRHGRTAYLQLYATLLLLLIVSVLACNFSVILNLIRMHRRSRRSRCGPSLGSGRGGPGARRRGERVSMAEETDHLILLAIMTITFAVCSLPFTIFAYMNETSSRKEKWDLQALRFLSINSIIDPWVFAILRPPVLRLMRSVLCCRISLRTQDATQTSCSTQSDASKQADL
# Starred values were filed as active, the others as inactive; / = not tested or not shown; & = joins results of further samples; [ ] = dose if it differs, or a comment. A portion of the library, so the mix of outcomes need not match the whole.
# Screens in order: FXIIa inh	FXIa inh	Wee1 stabilizer	TNF necrop inh	zVAD death inh	Tb hexokinase	PPC-1+TRAIL kill	CHOP inhibitor	EP2 antag
> CNc1nc(-c2ccccn2)nnc1-c1ccccc1
 : -9	4	0	-5.4	65	-20	23	62	8
> Clc1cccc(Cl)c1C1=NOC(c2nnc(-c3ccccc3)o2)C1 (stereo not given)
 : 9	2	/	-2.0	0.3	1	-9	-5	25
> CC(=O)N1C(=O)c2cccc3cccc(c23)C(=O)N1C(C)=O
 : 18	2	4	-1.8	0.1	-29	16	-10	-1
> COc1ccc(OCC(=O)Nc2sc3c(c2C(=O)NCC2CCCO2)CCC3)cc1 (stereo not given)
 : 15	1	1	-1.6	0.8	2	38	12	10
> CCCOc1ccc(/C=N/Nc2ccccc2[N+](=O)[O-])c(O)c1
 : 13	2	-1	-3.7	-0.2	-11	18	41	9
> Cc1nn(CC(=O)NCCN2CCOCC2)c(C)c1[N+](=O)[O-]
 : 9	-5	2	-0.6	0.8	2	16	-2	14
> Cc1ccc2nc(SCc3cn4cccnc4n3)[nH]c2c1
 : 8	7	2	0.0	0.3	-5	30	17	8
> CC(=O)c1ccc(Nc2cc(C)nc3c(C)cccc23)cc1
 : 7	-3	10*	-3.0	-3.2	-35	/	-21	16
> COc1ccc(C(=O)COc2ccccc2C#N)cc1
 : 4	0	2	1.0	1.6	-8	-5	1	10
> CCOC(=O)C1C(=O)CC(C)(O)C(C(=O)OCC)C1c1ccc(OC)cc1 (stereo not given)
 : 10	-5	-2	0.7	0.4	-9	8	-19	16
> CN=C1SC(CC(=O)Nc2sc(C)c(C)c2C(=O)OC)C(=O)N1C (stereo not given)
 : 17	2	-2	-1.0	0.5	-13	-9	19	9
> COc1cc(CCC(=O)OCC(=O)Nc2ccccc2C(C)C)cc(OC)c1OC
 : 8	7	1	0.6	2.5	-2	-8	-7	7
> Cc1nc2c(C(=O)NCCC3=CCCCC3)c[nH]n2c(=O)c1Cl
 : 1	1	-3	-2.2	0.2	14	12	-19	7
> CCOC(=O)c1c(-c2cccs2)csc1NC(=O)CC(C)C
 : -9	-11	-1	-0.9	-0.3	4	13	51	15
> O=C(CN(Cc1cccs1)C(=O)CCC(=O)Nc1nccs1)NCc1ccccc1
 : 107*	8	0	-1.7	-0.2	0	24	41	7
> Cc1ccc(Cl)cc1NC(=O)CCn1cccc1
 : 3	-1	-4	0.5	0.7	1	7	0	16
> N#CC(c1nc2ccccc2nc1N1CCCC1)S(=O)(=O)c1cccs1 (stereo not given)
 : 26	19	-1	-2.0	0.6	1	11	14	8
> O=C(N/N=C/C=C\c1ccccc1[N+](=O)[O-])c1ccco1
 : 30	30	-3	-0.1	2.2	-25	8	2	7
> COc1cc(/C=N/N=C(\N)c2nonc2N)cc(OC)c1OC
 : 12	2	4	-0.6	6.0	-32	15	19	1
> O=C(OCC(=O)N1CCOCC1)c1ccc2[nH]c3c(c2c1)CCCC3
 : 2	-3	4	2.3	0.3	-8	16	6	9
> O=C(N/N=C/C(Br)=C/c1ccccc1)c1cccs1
 : -1	-5	6	8.2	50	-20	15	-47	8
> CN(C(=O)CSc1nnnn1-c1ccccc1)C1CCCCC1
 : 7	-3	-1	1.7	2.4	12	10	2	11
> CCCOc1ccc(-c2csc3ncn(Cc4ccc(C(=O)O)cc4)c(=O)c23)cc1
 : 15	-4	-2	-0.2	43	-2	10	-23	10
> O=C(NCCN1CCOCC1)c1cc2cc(Cl)cc(Cl)c2oc1=O
 : /	/	1	-2.6	0.4	-8	/	/	/
> COc1cccc(CNc2ccc(F)c([N+](=O)[O-])c2)c1O
 : 6	-3	4	-1.3	0.3	0	6	6	11
> Cc1cccc(NC(=O)CN2C(=O)CSC2=O)c1
 : 8	-2	1	0.2	1.1	-4	/	-18	1
> CCOc1ccc(N2C(=O)c3ccc(C(=O)OCC(=O)N(CC)C4CCS(=O)(=O)C4)cc3C2=O)cc1 (stereo not given)
 : 6	0	0	-0.8	0.2	-2	11	1	10
> N#Cc1cn(-c2ccccc2)nc1-c1cc2ccccc2oc1=O
 : -6	-4	5	-0.9	0.5	-8	-2	18	8
> CCN(CC)c1ccc(Nc2nc(N3CCOCC3)c3ccccc3n2)cc1
 : 8	2	-3	-12	0.0	1	-9	74*	10
> Cc1cc(C)n(CC(=O)NC2C(=O)N3C(C(=O)O)=C(CSc4nnc(C)s4)CSC23)n1 (stereo not given)
 : 6	2	0	0.7	0.2	-1	-1	0	7
> O=C(c1cnn(-c2ccc(Cl)cc2)c1)c1ccccc1O
 : 10	-2	2	0.6	-1.6	-1	3	46	4
> CCN(CC)CCNC(=O)c1cc([N+](=O)[O-])c(N(C)C)cc1OC
 : 5	2	1	4.9	0.5	-9	5	4	0
> O=[N+]([O-])c1ccc(/C=N/Nc2ccc3ccccc3c2)o1
 : 8	-2	5	-1.7	0.6	7	20	16	12
> Cc1cc(C)c2c(N)c(C(=O)N/N=C/c3cccnc3)sc2n1
 : 4	3	9.5*	-10	79*	-17	-22	-1	7
> COc1ccc(-n2c(=O)cc(N3CCN(c4ccccc4)CC3)[nH]c2=O)cc1
 : 2	1	0	-1.1	-0.7	-5	4	20	4
> CCOC(=O)C1CN(S(=O)(=O)c2ccc(C)cc2)CCN1S(=O)(=O)c1ccc(C)cc1 (stereo not given)
 : 12	3	0	-2.2	-0.6	4	0	16	13
> O=C(O)Cc1ccc(-c2ccccc2-c2ccccc2)cc1
 : 2	-2	3	-2.5	0.9	-1	22	2	6
> Cc1ccc(NC(=O)CN(C)C2CCCCC2)cc1Br
 : 2	-2	-2	2.8	9.1	4	-3	-2	5
> O=C(CC(c1ccccc1)c1cc(Br)ccc1O)NCc1ccco1 (stereo not given)
 : 12	8	0	-3.8	-0.3	4	21	14	14
> CCn1c(NCc2cc(OC)ccc2OC)nc2ccccc21
 : 6	0	2	3.9	-0.2	4	7	-12	7&4
> CC(C)COc1ccc(C(=O)Nc2ccccc2[N+](=O)[O-])cc1
 : 6	-3	3	1.1	0.5	-4	-8	12	4
> CC(C)(C)c1cc(NC(=O)Nc2ccc(Cl)cc2Cl)no1
 : 8	0	-1	3.4	54	6	0	96*	8
> Cc1ccc(NC2=C/C(=N\S(=O)(=O)c3cccs3)c3ccccc3C2=O)c(C)c1
 : 14	9	0	-16	-2.7	3	52*[5 µM]	/	44*
> CCOc1ccc(C(=O)Nc2nc(C)cc(C)n2)cc1[N+](=O)[O-]
 : 4	-2	-2	1.7	0.1	9	22	12	10
> COc1ccc(Nc2nc(N)nc(CN3CCC(Cc4ccccc4)CC3)n2)cc1
 : 11	3	1	-1.7	0.5	5	9	43	7
> O=C(O)c1ccc(NS(=O)(=O)c2cc(Cl)ccc2Cl)cc1
 : -2	-5	-1	-0.7	0.2	-1	12	10	8
> CNC(=S)SCCOc1ccccc1
 : 6	16	1	-11	-0.9	-6	-10	15	8
> Cc1cc(SC#N)cc(C)c1NC(=O)CCl
 : -1	7	-1	-11	1.7	-3	23	23	9
> CCC1CCCCN1Cc1nc2ccccc2c(=O)n1CC(C)=O (stereo not given)
 : 9	6	-1	-0.1	0.1	-1	-8	-6	2
> Cc1nc(-c2ccc(C(=O)N3CCOCC3)cc2)cs1
 : 3	3	-3	-0.4	-0.9	3	31	11	6
> CC(C)(C)c1ccc(/C=C2\Oc3cc(OC(=O)N4CCOCC4)ccc3C2=O)cc1
 : 4	0	-2	-0.3	0.0	35	16	-1	7
> CCc1ccccc1NC(=O)CSc1nc2n[nH]c(C)c2c(=N)n1-c1ccc(OC)cc1
 : -1	-10	1	-4.7	2.4	-8	20	21	11
> CC1CCCN(c2nc3nonc3nc2N2CCCC(C)C2)C1 (stereo not given)
 : 13	0	-2	-0.8	0.4	-15	-19	12	-10
> CCC(=O)Nc1ccc(C(=O)n2ccc(C)n2)cc1
 : 24	17	5	-2.4	-0.1	2	-4	16	/
> COc1ccc(NC(=O)CSc2nc3c(cc2C#N)CN(C)CC3)cc1
 : 17	3	/	/	/	/	18	30	13&10
> COc1ccccc1OCc1nc(Cc2ccc(Cl)cc2)no1
 : 9	5	-1	2.7	-0.3	3	7	38	22
> O=C(COc1ccccc1)NC1CCCc2ccccc21 (stereo not given)
 : 1	3	8	1.9	0.4	35	1	30	9
> O=C(CSc1n[nH]c(-c2ccncc2)n1)c1cccc([N+](=O)[O-])c1
 : -9	-7	3	2.4	4.8	-7	18	-2	3
> O=C(Nc1nccs1)c1ccc(S(=O)(=O)N2CCOCC2)cc1
 : 14	1	0	44	82*	-12	8	13	2
> CSC(=S)N/N=C(\C)c1ccccc1
 : 2	-3	-4	-0.1	-3.8	-11	-3	-122	4

# Additional results
# Screens in order: FXIIa inh	FXIa inh	Wee1 stabilizer	TNF necrop inh	zVAD death inh	Tb hexokinase	PPC-1+TRAIL kill	CHOP inhibitor	EP2 antag
> COC(=O)CSc1nc(N2CCOCC2)c2c(c1C#N)CC(C)(C)N(C)C2
 : 16	5	-2	0.3	0.5	-5	4	5	9
> O=C1CCCC2=C1C1(CCCCC1)N=C(Nc1nc3ccccc3o1)N2
 : 2	0	2	-5.5	0.5	1	-10	-1	5
> O=C(NNC(=O)C1CCN(S(=O)(=O)c2ccc(Cl)cc2)CC1)c1ccc(Cl)cc1
 : 13	16	-2	-1.5	0.0	3	-16	35	9
> Cc1ccc(C)c(N2CCN(C(=O)CCS(=O)(=O)c3cccc4nonc34)CC2)c1
 : 12	5	4	-1.4	0.9	-1	-4	6	6
> COc1ccc(C2CC(c3cccs3)=NN2c2nc(-c3ccccc3)cs2)cc1OC (stereo not given)
 : -12	-6	6	-0.5	-0.1	-20	-1	5	13
> O=C(c1cccc(S(=O)(=O)N2CCCC2)c1)N1CCN(c2ccccc2F)CC1
 : 24	2	-1	-1.5	-1.4	7	11	13	4
> COc1ccc(-c2nnc(NC(=O)c3cccs3)s2)c(OC)c1
 : 5	-18	5	0.3	0.5	6	16	-7	14
> O=C(Nc1ccc(N2CCN(C(=O)c3ccccc3)CC2)c(Cl)c1)c1ccc(Br)o1
 : -6	-7	0	-6.7	10	-6	19	85*	14
> COc1ccc(-c2ccc(C)cc2)cc1[C@H]1[C@H]2C=CC[C@@H](C)[C@@H]2C(=O)N1Cc1ccccc1
 : 8	2	/	-0.6	0.0	9	9	11	12
> CCNC(=S)Nc1ccc(Cc2ccncc2)cc1
 : 5	-12	0	0.6	1.6	3	6	-5	4
> CC(C)(C)C(=O)Nc1c2c(nc3c1CCC3)CCCC2
 : 8	-6	2	-2.3	-0.5	0	1	-12	13
> CC(C)CCNC(=O)c1ccc(Cl)c(NC(=O)Cc2ccccc2)c1
 : 9	9	1	0.5	0.1	3	12	30	1
> O=C(CCS(=O)(=O)c1ccc(Br)s1)NC1CCCC1
 : 10	-4	-2	0.3	0.3	-9	-3	2	8
> COc1cc(-c2nc(-c3ccc(NC(=O)c4ccc(Br)o4)cc3)no2)cc(OC)c1OC
 : 5	8	4	-10	1.1	-26	-17	-2	5
> CCc1ccc(CN(C)C(=O)CCc2nc3ccccc3n(-c3ccc(OC)cc3)c2=O)cc1
 : 1	-1	-2	-3.8	1.0	-19	8	29	3
> CCN(CCCNC(=O)CCCCn1c(=O)[nH]c2ccccc2c1=O)c1ccccc1
 : 9	4	4	-5.7	-0.5	4	-5	12	8
> COC(=O)c1cn(Cc2c(C)cc(C)cc2C)nn1
 : 2	-5	-2	1.2	-0.4	-1	12	48	2
> CCOCC(O)CSCc1ccc(Cl)cc1 (stereo not given)
 : 5	-8	0	13	-0.1	-1	-9	-5	10
> CC(C)CCNC(=O)C(c1ccncc1)N(C(=O)Cn1nnc(-c2ccc(F)cc2)n1)c1ccccc1F (stereo not given)
 : 23	30	-2	1.5	0.5	6	15	15	5
